NFkB SMM: binders of human NF-kappa-B p105; Small molecule microarray, anti-His fluorescence binding; calls only; actives 1.3% (n = 17,000); AID 624139;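 active = spot fluorescence over background significantly raised, with a chance value under 7% in all four replicate spots of the compound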;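 also: probe protein is his-tagged human p50 processed subunit at 1 µg/ml; raw spot fluorescence signals with no normalization applied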
Target sequence (P19838 1-433 limits assumed): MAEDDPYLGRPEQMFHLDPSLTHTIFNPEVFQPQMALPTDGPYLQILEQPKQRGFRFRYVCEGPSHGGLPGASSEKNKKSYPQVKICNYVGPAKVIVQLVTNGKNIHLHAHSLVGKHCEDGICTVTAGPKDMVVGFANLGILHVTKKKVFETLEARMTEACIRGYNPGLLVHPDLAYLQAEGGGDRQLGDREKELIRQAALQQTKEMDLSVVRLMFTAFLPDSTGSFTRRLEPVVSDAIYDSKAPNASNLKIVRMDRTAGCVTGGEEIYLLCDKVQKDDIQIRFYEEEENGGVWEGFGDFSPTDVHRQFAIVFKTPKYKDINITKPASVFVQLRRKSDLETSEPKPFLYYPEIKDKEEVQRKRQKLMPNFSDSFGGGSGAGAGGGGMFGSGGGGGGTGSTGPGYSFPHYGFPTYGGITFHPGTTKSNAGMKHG
Calls only; i = inactive. Not all compounds are listed; rates above refer to the full screens.

SMILES,NFkB SMM
C[C@H](CO)N1C[C@H](C)[C@@H](CN(C)S(=O)(=O)c2cn(C)cn2)OCCCC[C@H](C)Oc2ccc(NS(C)(=O)=O)cc2C1=O,i
CC1=C(C(=O)Nc2ccccc2C)C(c2cccc(F)c2)n2nc(CCCO)nc2N1 (configuration not stated),i
CC1CN(CCCn2c3ccccc3c3ccccc32)CC(C)N1 (configuration not stated),i
COC(=O)c1c(NC(=S)Nc2cccc(NC(C)=O)c2)sc(C(=O)N(C)C)c1C,i
C[C@@H]1CN([C@@H](C)CO)C(=O)c2cccc(NS(=O)(=O)c3ccc(F)cc3)c2O[C@H]1CN(C)Cc1ccc(C(F)(F)F)cc1,i
C[C@H](CO)N1C[C@H](C)[C@@H](CN(C)C(=O)Nc2cccc3ccccc23)Oc2c(NC(=O)c3ccc(-c4nccs4)cc3)cccc2C1=O,i
Cc1cc(C)cc(NC(=O)CN(c2ccc(Cl)cc2Cl)S(C)(=O)=O)c1,i
C[C@H]1CN([C@@H](C)CO)C(=O)Cc2cc(NS(C)(=O)=O)ccc2O[C@@H]1CN(C)C(=O)Nc1ccc(C(F)(F)F)cc1,i
C[C@@H]1CN([C@H](C)CO)C(=O)c2cccc(NC(=O)c3ccncc3)c2O[C@H]1CN(C)S(=O)(=O)c1cn(C)cn1,i
COc1ccc(CN(C)C[C@@H]2Oc3ccc(NS(=O)(=O)c4ccc(Cl)cc4)cc3CC(=O)N([C@@H](C)CO)C[C@H]2C)cc1,i

A different layout for part of the listing above:
compound: C[C@H](CO)N1C[C@H](C)[C@@H](CN(C)C(=O)Nc2cccc3ccccc23)Oc2c(NC(=O)c3ccc(-c4nccs4)cc3)cccc2C1=O
  NFkB SMM: i
compound: Cc1cc(C)cc(NC(=O)CN(c2ccc(Cl)cc2Cl)S(C)(=O)=O)c1
  NFkB SMM: i
compound: C[C@H]1CN([C@@H](C)CO)C(=O)Cc2cc(NS(C)(=O)=O)ccc2O[C@@H]1CN(C)C(=O)Nc1ccc(C(F)(F)F)cc1
  NFkB SMM: i

Continuation.
SMILES,NFkB SMM
C[C@@H]1O[C@@H](Oc2ccc(-c3coc4cc(O[C@@H]5O[C@@H](C)[C@H](O)[C@@H](O)[C@H]5O)cc(O)c4c3=O)cc2)[C@H](O)[C@H](O)[C@H]1O,i
CC(C)NC(=O)Nc1ccc2c(c1)C(=O)N([C@@H](C)CO)C[C@@H](C)[C@H](CN(C)S(=O)(=O)c1cn(C)cn1)OCCCC[C@H](C)O2,i
c1cc2c3c(c1)c1c(n3CCNC2)CCCC1,i
O=C(C1=C[C@@H](c2ccc3c(c2)Cc2ccccc2-3)C[C@@H](OCc2ccc(CO)cc2)O1)N1CCCCC1,i
C[C@H]1CN([C@@H](C)CO)C(=O)c2cccc(NC(=O)c3nc4ccccc4s3)c2O[C@@H]1CN(C)S(=O)(=O)c1cccs1,i
COc1ccc(OCC(=O)Nc2cc(OC)c(Cl)cc2OC)cc1,i
O=C(Nc1cccc(OCC(=O)N2CCOCC2)c1)C1CCCCC1,i
O=C1c2ccccc2C(=O)N1CC1CCN(Cc2cccc(OCCO)c2)CC1,i
C[C@@H]1CN([C@@H](C)CO)C(=O)c2cc(NC(=O)Nc3ccc4c(c3)OCO4)ccc2O[C@@H]1CN(C)Cc1ccncc1,i
CC(C)NC(=O)Nc1ccc2c(c1)C(=O)N([C@H](C)CO)C[C@H](C)[C@@H](CN(C)Cc1ccc3c(c1)OCO3)OCCCC[C@@H](C)O2,i
C[C@H]1CN([C@@H](C)CO)C(=O)c2cccc(NC(=O)c3cnccn3)c2O[C@@H]1CN(C)C(=O)Nc1ccc(F)cc1,i
CC(NS(=O)(=O)c1ccc(Cl)cc1)C(=O)Nc1cccc2ccccc12 (configuration not stated),i
C[C@@H]1CCCCO[C@H](CN(C)Cc2ccncc2)[C@@H](C)CN([C@@H](C)CO)C(=O)c2cc(NS(=O)(=O)c3ccccc3)ccc2O1,i
C=C(C(=O)O)[C@@H]1CC[C@@]2(C)CC[C@@H](O)C(=C)C2C1 (some centres not stated),i
COc1cc(O)cc(O)c1C(=O)/C=C/c1ccccc1,i
C[C@@H]1CCCCO[C@@H](CN(C)Cc2ccncc2)[C@@H](C)CN([C@H](C)CO)C(=O)c2cc(NC(=O)c3ccncc3)ccc2O1,i
C[C@@H]1CN([C@H](C)CO)C(=O)c2cc(NC(=O)Nc3ccccc3)ccc2O[C@@H]1CN(C)C(=O)Nc1ccc(C(F)(F)F)cc1,i
C[C@@H]1CN([C@@H](C)CO)C(=O)c2cc(N(C)C)ccc2O[C@@H](C)CCCCO[C@@H]1CN(C)C(=O)C1CCCCC1,i
C[C@H]1CN([C@@H](C)CO)C(=O)c2cccc(NC(=O)c3ccncc3)c2O[C@H]1CN(C)Cc1ccc(Cl)c(Cl)c1,i
C[C@@H]1CN([C@H](C)CO)C(=O)Cc2cc(NC(=O)Nc3ccc(F)cc3)ccc2O[C@@H]1CN(C)Cc1ccc(C(=O)O)cc1,i
C[C@@H]1CN([C@H](C)CO)C(=O)c2cccc(NS(=O)(=O)c3ccc(F)cc3)c2O[C@H]1CN(C)Cc1ccc(C(F)(F)F)cc1,i
C[C@@H]1CCCCO[C@@H](CN(C)C(=O)CCCN(C)C)[C@@H](C)CN([C@@H](C)CO)C(=O)c2cc(NC(=O)CCCN(C)C)ccc2O1,i
Cc1sc2ncnc(SCC(=O)NC3CCCCC3)c2c1C,i
CCc1nn(CCCN2CCN(c3cccc(Cl)c3)CC2)c(=O)n1CCOc1ccccc1,i
CCC(=O)Nc1ccc(Cl)c(NC(=O)COc2cc(C)cc(C)c2)c1,i
COc1ccc(NC(=O)Nc2ccc3c(c2)C(=O)N([C@H](C)CO)C[C@@H](C)[C@H](CN(C)C(=O)Nc2ccc(OC)cc2)O3)cc1,i
COc1ccc(NC(=O)Cc2coc3c(C)c(C)ccc23)c(OC)c1,i
CCCCCCCCC(=O)NCc1cc(OC)c(O)cc1I,i
C[C@@H]1CN([C@@H](C)CO)C(=O)c2cccc(N(C)C)c2O[C@H]1CN(C)Cc1ccccc1,i
C[C@H]1CN([C@@H](C)CO)C(=O)c2cccc(NC(=O)Nc3ccc(C(F)(F)F)cc3)c2O[C@@H]1CN(C)S(=O)(=O)c1ccc(Cl)cc1,i
COc1cc2c(cc1OC)CN(C(=O)[C@H]1[C@@H]3C(=O)O[C@@H](c4ccccc4)[C@@H](c4ccccc4)N3[C@@H](c3ccc(O)cc3)[C@]13C(=O)Nc1ccc(C#CC4=CCCCC4)cc13)CC2,i
COc1cc(OC)c2c(c1O)OC(c1ccccc1)CC2=O (configuration not stated),i
O=C1OC[C@@H](c2ccccc2)n2cc(/C=C/c3ccccc3)cc21,i
C[C@@H]1CN([C@@H](C)CO)C(=O)CCCn2cc(nn2)CO[C@@H]1CN(C)C(=O)c1ccc(N2CCN(C)CC2)cc1,i
C[C@@H]1CN([C@H](C)CO)C(=O)c2cccc(NC(=O)C3CCOCC3)c2O[C@@H]1CN(C)Cc1ccc(Oc2ccccc2)cc1,i
C[C@@H]1CN([C@H](C)CO)C(=O)Cc2cc(NC(=O)Nc3ccc(C(F)(F)F)cc3)ccc2O[C@@H]1CN(C)C(=O)Nc1ccc(F)cc1,i
Cc1ccc(S(=O)(=O)N(CC(=O)O)c2ccc(Br)cc2)cc1,i
C[C@@H]1CN([C@H](C)CO)C(=O)Cc2cc(NC(=O)Cn3cnnn3)ccc2O[C@@H]1CN(C)Cc1ccc(Cl)c(Cl)c1,i
COc1cc(OC)c(OC)cc1CN1CCN(Cc2ccccn2)CC1,i
COc1ccc(S(=O)(=O)N(C)C[C@H]2Oc3ccc(NC(=O)CCN4CCOCC4)cc3C(=O)N([C@H](C)CO)C[C@@H]2C)cc1,i
C[C@@H]1CCCCO[C@@H](CN(C)C)[C@@H](C)CN([C@H](C)CO)C(=O)c2cc(NS(=O)(=O)c3cccs3)ccc2O1,i
C[C@@H]1CN([C@@H](C)CO)C(=O)Cc2cc(NS(C)(=O)=O)ccc2O[C@@H]1CN(C)C(=O)Nc1ccc(C(F)(F)F)cc1,i
C[C@@H]1CN([C@H](C)CO)C(=O)c2cc(N(C)C)ccc2O[C@H]1CN(C)C,i
C[C@H](CO)N1C[C@H](C)[C@H](CN(C)C(=O)NC2CCCCC2)Oc2c(NC(=O)Nc3ccc(C(F)(F)F)cc3)cccc2C1=O,i
C[C@@H]1CN([C@@H](C)CO)C(=O)c2cccc(NS(=O)(=O)c3cccs3)c2O[C@@H]1CN(C)Cc1ccc2c(c1)OCO2,i
C/C=C(\C)CC(/C=C(\C)C(O)C(C)/C=C(\C)C(O)C(C)/C=C/C(O)C/C=C/C(O)C(O)C(=O)O)C(=O)O (configuration not stated),i
N#Cc1ccc(-c2cccs2)nc1SCC(=O)Nc1sc2c(c1C#N)CCCC2,i
C[C@@H]1CN([C@@H](C)CO)C(=O)c2cc(NC(=O)CCC(F)(F)F)ccc2O[C@H]1CN(C)S(=O)(=O)c1ccccc1,i
COCCCNC(=O)[C@@]1(Cc2ccccc2CN=[N+]=[N-])COC(c2ccc(OCCCO)cc2)=N1,i
COc1ccc(NC(=O)Nc2ccc3c(c2)C(=O)N([C@@H](C)CO)C[C@@H](C)[C@@H](CN(C)S(=O)(=O)c2cn(C)cn2)O3)cc1,i

Next section
SMILES,NFkB SMM
Cc1noc(C)c1NC(=O)Nc1ccc2c(c1)C(=O)N([C@H](C)CO)C[C@@H](C)[C@@H](CN(C)C)O2,i
CNC[C@@H]1Oc2ccc(NC(=O)Nc3ccccc3)cc2CC(=O)N([C@@H](C)CO)C[C@H]1C,i
C[C@H](CO)N1C[C@H](C)[C@@H](CN(C)S(=O)(=O)c2cccs2)OCc2cn(nn2)CCCC1=O,i
COC(=O)Cn1c2ccccc2c2nc(C)sc21,i
CC(C)NC(=O)Nc1ccc2c(c1)C(=O)N([C@H](C)CO)C[C@H](C)[C@@H](CN(C)C(=O)Cc1ccccc1)OCCCC[C@H](C)O2,i
C[C@@H]1CN([C@@H](C)CO)C(=O)Cc2cc(NS(=O)(=O)c3cccs3)ccc2O[C@@H]1CN(C)CC1CC1,i
C[C@H]1CN([C@@H](C)CO)C(=O)Cc2cc(NS(=O)(=O)c3ccc(Cl)cc3)ccc2O[C@@H]1CN(C)Cc1ccc(Oc2ccccc2)cc1,i
COCCOC(=O)N1C(=O)[C@@]2(c3cc(C#Cc4ccc(OC)cc4)ccc31)[C@H](c1ccccc1OCCO)N1[C@H](c3ccccc3)[C@H](c3ccccc3)OC(=O)[C@H]1[C@@H]2C(=O)NC[C@H](O)c1ccccc1,i
C[C@H]1CN([C@@H](C)CO)C(=O)CCCn2nncc2CO[C@@H]1CN(C)Cc1ccc2c(c1)OCCN2C,i
C[C@@H](C1=C(CCN(C)C)Cc2ccccc21)c1ccccn1,i
CCOc1ccc(-c2nnc(SCC(=O)O)n2-c2ccccc2)cc1,i
C=CC1C(=C)CCC2C1CCC1C(C)(C(=O)O)CCCC21C (configuration not stated),i
C=CCNC1=C2C[C@@H](C)C[C@H](OC)[C@H](O)[C@@H](C)/C=C(\C)[C@H](OC(N)=O)[C@@H](OC)C=C/C=C(/C)C(=O)NC(=CC1=O)C2=O,i
C[C@@H]1CN([C@H](C)CO)C(=O)CCCn2cc(nn2)CO[C@@H]1CN(C)C(=O)c1ccc2ccn(C)c2c1,i
Cc1ccc(-c2nnc(SCC(=O)Nc3ccc(Br)c(C)c3)n2C)cc1,i
Cc1ccc(S(=O)(=O)N(C)C[C@H]2Oc3ccc(NS(C)(=O)=O)cc3C(=O)N([C@@H](C)CO)C[C@H]2C)cc1,i
COC(=O)c1ccccc1NC(=O)Cn1nnc(-c2ccc(SC)cc2)n1,i
C=N[C@@H](C(=O)N[C@@H]1C(=O)N2[C@@H]1SC(C)(C)[C@@H]2C(=O)O)c1ccccc1,i
C[C@H](CO)N1C[C@H](C)[C@H](CN(C)S(=O)(=O)c2ccccc2)OCCCC[C@H](C)Oc2ccc(NS(C)(=O)=O)cc2C1=O,i
Cc1cccc(-c2nnc(SCC(=O)Nc3ccc(Br)cc3C(C)C)n2C)c1,i
C[C@H]1CN([C@@H](C)CO)C(=O)Cc2cc(NS(=O)(=O)c3ccc(Cl)cc3)ccc2O[C@H]1CN(C)Cc1ccc2c(c1)OCO2,i
C[C@@H]1CCCCO[C@@H](CN(C)S(=O)(=O)c2cn(C)cn2)[C@@H](C)CN([C@@H](C)CO)C(=O)c2cc(N(C)C)ccc2O1,i
CCO[C@H]1OC(C(=O)NC2CC2)=C[C@@H](C(C)(C)C)[C@@H]1CCCO,i
CCC(C)C(OC1OC(C)C(O)C(O)C1O)C(C)C(=O)C(C)/C=C(\C)CC(C)C(O)C(C)C(=O)O (configuration not stated),i
Cc1ccc(S(=O)(=O)NC2c3cccc4cccc(c34)C2Sc2nnc(N)s2)cc1 (configuration not stated),i
C[C@@H]1CCCCO[C@@H](CN(C)C)[C@@H](C)CN([C@@H](C)CO)C(=O)c2cc(N(C)C)ccc2O1,i
C[C@H]1CN([C@@H](C)CO)C(=O)Cc2cc(NC(=O)NC3CCCCC3)ccc2O[C@@H]1CN(C)C(=O)NC1CCCCC1,i

Retrieved by compound from above (five):
SMILES,NFkB SMM
C/C=C(\C)CC(/C=C(\C)C(O)C(C)/C=C(\C)C(O)C(C)/C=C/C(O)C/C=C/C(O)C(O)C(=O)O)C(=O)O (configuration not stated),i
C=C(C(=O)O)[C@@H]1CC[C@@]2(C)CC[C@@H](O)C(=C)C2C1 (some centres not stated),i
COC(=O)c1c(NC(=S)Nc2cccc(NC(C)=O)c2)sc(C(=O)N(C)C)c1C,i
C=CCNC1=C2C[C@@H](C)C[C@H](OC)[C@H](O)[C@@H](C)/C=C(\C)[C@H](OC(N)=O)[C@@H](OC)C=C/C=C(/C)C(=O)NC(=CC1=O)C2=O,i
C[C@@H]1CCCCO[C@@H](CN(C)S(=O)(=O)c2cn(C)cn2)[C@@H](C)CN([C@@H](C)CO)C(=O)c2cc(N(C)C)ccc2O1,i

High-throughput results from PubChem BioAssay.
